p53ts 39C kill – cytotoxicity in p53ts cells at nonpermissive temperature | AID 902 | H1299-p53A138V viability at 39C, ATP luminescence, 24 h | 130,000 tested, 1.5% active | Potency, µM (top dose mostly 46.1 µM), inactives show top-dose activity change, negative = cell killing, most hits filed as cytotoxic; further: nearly all actives have a fitted effect of over 55% in size
IkB sig inh – IkB pathway inhibition in ABC-DLBCL cells | 110,000 tested, 0.04% active | Potency, µM (top dose mostly 57.1 µM), inactives show at the highest dose IkBa stabilization activation | AID 445 | ABC-DLBCL IkBa-CBG/CBR dual luciferase ratio, 4 h; response scale: scaled: untreated 0%, proteasome inhibitor 100%; active means well fitted curve in the direction sought with a large enough effect in the signal ratio, not every such curve was filed as active; inconclusive means small, poorly fitted or top-dose-only effect, or a change in a side signal; the % refers to the signal ratio;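 further: the direction sought is a rising ratio; 0% = basal untreated cells and 100% = reference inhibitor full response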
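Luminescence ratio of IκBα-fused green versus native red beetle luciferase in OCI-Ly3 cells, 4 h post-doxycycline with compound; red signal alone, scaled from basal (0%) to zero light (-100%), flagged nonspecific or cytotoxic effects.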
p53ts 32C kill – kills p53ts cells at the permissive temperature. H1299-p53A138V at 32C, ATP luminescence viability, 24 h. Potency, µM (titrated, usually from 46.1 µM), inactives show at the top dose activity change, negative = cytotoxicity, actives largely listed as cytotoxic. 130,000 tested, 0.93% active. AID 924;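 further: 0% = DMSO and -100% = full killing by reference compound; nearly all actives have a fitted effect of over 55% in size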
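H1299-p53 A138V cells (temperature-sensitive p53) exposed 24 h to up to 46 uM compound at 32C, where p53 is wild-type in conformation. Viability read as ATP luminescence and normalised to DMSO and 100 uM tamoxifen. AC50 fitted with the Hill equation.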
Imprint erasure – genomic imprint erasure induction | mouse ES Peg3-LacZ reporter, beta-gal luminescence, 40 h | Potency, µM (titrated, usually from 60.7 µM), for inactives: at the top dose activity change, positive = activation, actives largely listed as activators | 110,000 tested, 0.02% active;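 further: 0% = negative control wells on the plate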
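Gelatin-coated wells received 300 freshly trypsinized female ES cells with a Peg3LacZ-Neo reporter on the maternal allele, then incubated 40 hours at 37C. BetaGlo was added for 5 minutes at room temperature before a single luminescence read.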
An asterisk follows results filed as active; ? = inconclusive; nt = not tested or not shown; [ ] = dose if it differs, or a comment. Unless noted, the call rests on the fitted dose curve; in most records, active means well fitted curve in the direction sought with a large enough effect; inconclusive means small, poorly fitted or top-dose-only effect, or another doubt; inactive means no such curve, though single readings can be large; an effect the other way counts as inactive or inconclusive. Unless noted, on the % scale 0 is the no-effect control and ±100 the full control effect; potency means the concentration at half of the fitted maximal effect.

SMILES | p53ts 39C kill | IkB sig inh | p53ts 32C kill | Imprint erasure
C=CCc1ccc(OCC(O)CN2CCCCC2)c(OC)c1 (stereo unspecified) | 4% | -0.1% | 7% | -16%
CCCOc1ccc(C(=O)Nc2c(C(=O)c3ccc(C)cc3)oc3ccccc23)cc1 | -1% | -2.5% | -7% | -7%[10.9 µM]
CCn1c(C(=O)N2CCCC(C(=O)O)C2)cc2sccc21 (stereo unspecified) | -8% | -0.5% | -6% | -11%
CSC1=C(C#N)C2(CCCC2)C(C#N)=C(N)N1 | 4% | 0.6% | 0% | 1%
Cc1ccc(O)c(/C=N/NC(=O)C2=NNC(c3ccccc3)(c3ccccc3)C2)c1 | ? | nt | -25% | nt
Clc1ccc(-c2nnc(-c3ccco3)o2)cc1 | -18% | -0.9% | ? | -62%[inhibitor]
Cc1cccc(NC(=O)CS(=O)(=O)c2c[nH]c3ccccc23)c1C | 1% | 2.7% | -3% | -5%
O=C1[C@@H]2C=CC=CC2=NC(=S)N1CCN1CCC(=C(c2ccc(F)cc2)c2ccc(F)cc2)CC1 | 42%[activator] | 17% | 31%[activator] | nt
O=C(CCCSc1nnc(-c2cccs2)n1CC1CCCO1)c1ccccc1 (stereo unspecified) | 1% | ? | -2% | -16%
COc1ccc(-c2nc(CSCC(=O)N3CCN(c4ccc(OC)cc4)CC3)c(C)o2)cc1 | -6% | 3.0% | -1% | -18%[10.9 µM]
O=C(Oc1ccccc1)c1cc2ccccc2o1 | 3% | -0.8% | -5% | -9%
O=C(Nc1ccc(Cl)cc1)C1CCCN(S(=O)(=O)c2cnc[nH]2)C1 (stereo unspecified) | -3% | 1.2% | 1% | -7%
NC[C@@H]1O[C@H](O[C@@H]2[C@H](O[C@@H]3O[C@H](CO)[C@@H](O)[C@@H]3O)[C@@H](O)[C@@H](N)C[C@H]2N)[C@@H](N)[C@H](O)[C@@H]1O | 6%[20.6 µM] | 1.7%[25.6 µM] | 0%[20.6 µM] | -9%[16.8 µM]
COc1ccc(NC(=O)CN2C(=O)C(C)Oc3ccccc32)c(OC)c1 (stereo unspecified) | -4% | 0.3% | -7% | 2%
CCOC(=O)N1CCN(CCC(=O)Nc2ccc(C)c(Br)c2)CC1 | -1% | -3.0% | 7% | -12%
COc1ccc2c(c1)Cc1sc(NC(=O)c3ccc(Cl)cc3)nc1-2 | -14% | -0.1% | -5% | -3%[10.9 µM]
N#Cc1cccc(-c2cc(NCc3cccnc3)ncn2)c1 | -5% | -0.4%[11.4 µM] | -14% | -8%
COCCCN1C(=O)C(=O)/C(=C(/O)c2ccc(C)cc2)C1c1ccccc1 (stereo unspecified) | -2% | -0.9% | 6% | -6%
CCn1c(CSc2ncccn2)nnc1SCC(=O)N1c2ccccc2CC1C (stereo unspecified) | 4% | 3.6% | 5% | -12%
CNC(=O)C1CCCN(c2nnc(C)c3c(C)n(-c4ccccc4)nc23)C1 (stereo unspecified) | 19% | -1.4% | 2% | 10%[10.9 µM]
COC(=O)C1CCN(C(=O)Cc2ccc(Br)cc2)CC1 | 0% | 1.2% | 2% | -8%
Cc1cc(C)n(C(=O)c2ccc(NC(=O)C3COc4ccccc4O3)cc2)n1 (stereo unspecified) | -6% | 4.1% | 6% | -30%[inhibitor]
O=C(CCC(=O)c1ccc(F)cc1)OC1CCOC1=O (stereo unspecified) | -1% | 0.0% | -5% | -2%
O=C(CCn1c(=O)[nH]c2ccccc2c1=O)N1CCN(c2ccc(Cl)cc2)CC1 | -7% | -0.1% | -1% | -7%

An excerpt from above in order of the Imprint erasure value, highest first:
Structure | Imprint erasure
COCCCN1C(=O)C(=O)/C(=C(/O)c2ccc(C)cc2)C1c1ccccc1 (stereo unspecified) | -6%
O=C(Nc1ccc(Cl)cc1)C1CCCN(S(=O)(=O)c2cnc[nH]2)C1 (stereo unspecified) | -7%
CCn1c(C(=O)N2CCCC(C(=O)O)C2)cc2sccc21 (stereo unspecified) | -11%
CCOC(=O)N1CCN(CCC(=O)Nc2ccc(C)c(Br)c2)CC1 | -12%

Other entries.
SMILES | p53ts 39C kill | IkB sig inh | p53ts 32C kill | Imprint erasure
CCN(CC)c1ccc(/C=N/Nc2ccc(C)cc2)c(O)c1 | 22% | nt | 31%[activator] | nt
COC(=O)NCc1ccc(CNC(=O)OC)cc1 | -17% | 0.4% | 1% | ?
CCCOc1ccc(CN(CCO)CCO)cc1C(=O)OC | 10% | 2.2% | 3% | -7%
CCC(Sc1nc2c(c(=O)[nH]1)CCC2)C(=O)Nc1cccc(OC)c1 (stereo unspecified) | 4% | -2.1% | -4% | -16%
CCOC(=O)C1CCCN(c2ncnc3c2nnn3C)C1 (stereo unspecified) | 5% | 2.4% | 9% | ?
CCSc1nc(O)cc(=O)n1-c1ccc(OC)cc1 | -2% | -1.4% | 8% | -11%
Cc1ccc(C(=O)NCCc2nnc3ccc(SCC(=O)Nc4c(C)cc(C)cc4C)nn23)cc1 | 3% | nt | 27% | nt
CCOc1ccc(C(=O)c2c(N)c(-c3nc(-c4ccc5c(c4)OCO5)cs3)c3ccccn23)cc1 | -4% | -0.6% | -6% | -8%[10.9 µM]
COc1ccc(CCn2c(NCc3ccco3)nc3c2c(=O)[nH]c(=O)n3C)cc1 | 11% | 0.2% | 2% | -10%
CCc1ccccc1NC(=O)Cn1c(=O)n(CCCCCC(=O)NCc2ccc(C)cc2)c(=O)c2sccc21 | ? | -0.4% | -14% | -10%[10.9 µM]
CCc1ccccc1NC(=O)Nc1c(C)n(C)n(-c2ccccc2)c1=O | -17% | 0.3% | 6% | -12%[10.9 µM]
CCN(CC)C(=O)CSc1nc2cc3c(cc2c(=O)n1CCCCCC(=O)NCCc1ccc(OC)c(OC)c1)OCO3 | -18% | -0.3% | 12% | -6%[10.9 µM]
COc1ccc(CCNC(=O)C2CCCN(S(=O)(=O)c3cnc[nH]3)C2)cc1OC (stereo unspecified) | -16% | -0.9% | -3% | -7%
COc1ccc(C(=O)NCc2oc(-c3ccccc3)cc2C(=O)O)cc1 | 4% | -2.9% | -5% | 3%
CC1CCc2cc(F)ccc2N1C(=O)CCC(=O)O (stereo unspecified) | -1% | -0.7% | 4% | -10%
CC(=O)c1cc(-c2ccccc2)n(CCC(=O)Nc2ccc(C)cc2C)c1C | -6% | 0.3% | 6% | -16%[10.9 µM]
O=C(CCCCCCCCCCCCC1CCCC1)Nc1ccc(S(=O)(=O)c2ccc(NC(=O)CCCCCCCCCCCCC3CCCC3)cc2)cc1 | 4% | nt | 11% | 14%
COc1ccc(-c2noc(CSc3nc(-c4ccccc4)cc(=O)[nH]3)n2)cc1OC | 3% | 0.2% | 6% | 6%
CCCSc1nc2c(c(=O)[nH]c(=O)n2C)n1CCc1ccccc1 | 4% | 0.4% | 5% | -1%
Cc1cccc(N2CCN(c3ncnc4c3c(-c3ccccc3)cn4-c3ccccc3)CC2C)c1 (stereo unspecified) | -20% | ? | 1% | -10%[10.9 µM]
CCOc1ccccc1CNC(=O)c1ccc(NC(=O)N2CCSc3ncccc32)cc1 | 4% | ? | 8% | -9%[10.9 µM]
O=C(N1CCN(c2ccccc2F)CC1)C12CC3CC(CC(C3)C1)C2 | -1% | ? | 2% | -14%
CC1(C)[C@@H]2CC[C@]1(C)[C@@H](OC(=O)CSC#N)C2 | 1%[9.22 µM] | 1.0%[11.4 µM] | 3%[9.22 µM] | 4%[10.9 µM]
CCOC(=O)C1CCN(C(=O)c2nn(-c3ccc(OC)c(Cl)c3)c(=O)c3c2c2ccccc2n3C)CC1 | -5% | -2.1% | 5% | -6%[10.9 µM]
CCC(N)C12CC3CC(CC(O)(C3)C1)C2 (stereo unspecified) | 9% | nt | -5% | nt
CN(C)S(=O)(=O)N1CCN(c2cc(Cl)ccc2Cl)CC1 | -1% | 2.9% | 8% | -23%
CCC(C)NC(=O)CNC(=O)Cn1c(C)cc2ccccc2c1=O (stereo unspecified) | -5% | 0.6% | -4% | -2%
CCOC(=O)CCN1C(=O)[C@H]2[C@H]3[C@H](O)[C@H](O)C/C(=N/NC(=O)OCc4ccc(OC)cc4)[C@H]3CC[C@@H]2C1=O | 3%[9.22 µM] | nt | 0%[9.22 µM] | nt
COc1ccc(C)cc1NC(=O)c1cc2ccccn2n1 | -24% | 0.7% | -25% | 14%[10.9 µM]
Cc1cc(C)cc(NC(=O)Cn2c(=O)n(Cc3ccco3)c(=O)c3oc4ccccc4c32)c1 | 11% | ? | -15% | -12%[10.9 µM]
Cc1ccc(-n2ncc(C(=O)N3CCN(c4ccc(Cl)cc4)CC3)c2C2CCN(C(=O)OC(C)(C)C)CC2)c(C)c1 | 13% | ? | 18% | -10%[10.9 µM]
CCCOc1ccc(C2/C(=C(\O)c3c(C)[nH]c(C(=O)OC)c3C)C(=O)C(=O)N2CCN(C)C)cc1 (stereo unspecified) | 17% | 2.9% | -3% | 10%
O=C(O)CNc1nc(-c2ccccc2)c2cc([N+](=O)[O-])ccc2n1 | 0% | nt | -3% | nt
CN1CCN(C(=O)c2ccc3c(c2)NC(=O)C(N2CCOCC2)S3)CC1 (stereo unspecified) | -3% | -1.1% | 0% | ?
CCOC(=O)CC(=O)CSc1nnc(Cn2c(=O)sc3ccccc32)n1C | 7% | 1.8% | -1% | -8%
CC(C)(C)OC(=O)N1CCc2nc(N3CCN(c4ncccn4)CC3)ncc2C1 | -25% | ? | 3% | 13%[10.9 µM]
COc1ccc(CCNC(=O)c2cc3c(s2)-c2c(C)cccc2OC3)c(OC)c1 | -6% | ? | 3% | -4%[10.9 µM]
Cc1noc(C)c1CSc1nnc(-c2ccccc2F)n1CCc1ccccc1 | -5% | 0.8% | 9% | -9%
O=C(NCc1ccc(F)cc1)c1ccc2c(c1)nnn2C1CCCC1 | -21% | ? | -7% | -2%[10.9 µM]
Cc1cccc(C)c1NC(=S)N(C)CCc1ccccn1 | -20% | nt | 3% | nt
Cc1cccc(-c2noc(-c3ccc(F)cc3)n2)c1 | -15% | 4.7% | ? | -31%[inhibitor]
c1ccc(Cn2nnnc2-c2ccco2)cc1 | 11% | 1.6% | 1% | 17%
O=C(C1CCCN(S(=O)(=O)c2ccc(Br)s2)C1)N1CCCCCC1 (stereo unspecified) | 22% | ? | -4% | -12%
CCN(CC)C(=O)C1CCN(c2nnc(C)c3c(C)n(-c4ccc(Cl)cc4)nc23)CC1 | 8% | ? | -2% | 6%[10.9 µM]
CCCn1c(CCNC(=O)c2cccs2)nc2ccccc21 | 8% | -1.7% | 3% | -11%
Cc1ccc(NC(=O)c2cc(S(=O)(=O)NCCC3=CCCCC3)ccc2F)cc1F | -27% | -3.1% | -13% | -20%[10.9 µM]
O=C(Cn1nnc2c(cnn2-c2ccccc2)c1=O)NCc1cccs1 | -21% | 3.5% | -6% | -25%
COc1ncnc2c1oc1nc(CC(C)C)c3c(c12)CCCC3 | 4% | 1.5% | 5% | -12%

Gathered by group, those above with a furan ring, fused or not
SMILES | p53ts 39C kill | IkB sig inh | p53ts 32C kill | Imprint erasure
CCCOc1ccc(C(=O)Nc2c(C(=O)c3ccc(C)cc3)oc3ccccc23)cc1 | -1% | -2.5% | -7% | -7%[10.9 µM]
Clc1ccc(-c2nnc(-c3ccco3)o2)cc1 | -18% | -0.9% | ? | -62%[inhibitor]
O=C(Oc1ccccc1)c1cc2ccccc2o1 | 3% | -0.8% | -5% | -9%
COc1ccc(CCn2c(NCc3ccco3)nc3c2c(=O)[nH]c(=O)n3C)cc1 | 11% | 0.2% | 2% | -10%
COc1ccc(C(=O)NCc2oc(-c3ccccc3)cc2C(=O)O)cc1 | 4% | -2.9% | -5% | 3%
Cc1cc(C)cc(NC(=O)Cn2c(=O)n(Cc3ccco3)c(=O)c3oc4ccccc4c32)c1 | 11% | ? | -15% | -12%[10.9 µM]
c1ccc(Cn2nnnc2-c2ccco2)cc1 | 11% | 1.6% | 1% | 17%
COc1ncnc2c1oc1nc(CC(C)C)c3c(c12)CCCC3 | 4% | 1.5% | 5% | -12%

Bioassay records: PubChem, National Center for Advancing Translational Sciences (NCATS)
